Bioassay records as filed in PubChem.
KAT2A inh: GCN5L2 (KAT2A) acetyltransferase inhibition; Potency, µM (series often up to 58.9 µM), for the others: at the highest dose activity change, negative = inhibition, actives largely listed as inhibitors; AID 504327; GCN5L2 HAT assay, ThioGlo1 CoA-SH fluorescence; Q92830; actives 0.21% (n = 390,000)
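Compounds, pin-transferred from DMSO stocks, meet 20nM GCN5L2 for 15 min before the reaction begins with H3(1-25) peptide (75uM) and acetyl-CoA (70uM). Thiol-reactive ThioGlo1 reports CoA release over 20 min at room temperature.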
N370S GC: inhibits or activates N370S mutant glucocerebrosidase; N370S GC spleen homogenate, 4MU-glucoside fluorescence; Potency, µM (series often up to 59.4 µM), for the others: top-dose activity change, negative = inhibition, most hits filed as inhibitors; actives 0.092% (n = 330,000);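 note: 0% = full enzyme activity and -100% = no enzyme basal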
FEN1 inh: inhibitors of human flap endonuclease 1; P39748; Recombinant FEN1 flap cleavage, fluorescence, 15 min; Potency, µM (doses to about 114 µM), without a hit: at the top dose activity change, negative = inhibition, actives largely listed as inhibitors; actives 0.35% (n = 390,000); AID 588795; note: nearly all actives have a fitted effect of over 65% in size
Target sequence (P39748 whole entry, looked up): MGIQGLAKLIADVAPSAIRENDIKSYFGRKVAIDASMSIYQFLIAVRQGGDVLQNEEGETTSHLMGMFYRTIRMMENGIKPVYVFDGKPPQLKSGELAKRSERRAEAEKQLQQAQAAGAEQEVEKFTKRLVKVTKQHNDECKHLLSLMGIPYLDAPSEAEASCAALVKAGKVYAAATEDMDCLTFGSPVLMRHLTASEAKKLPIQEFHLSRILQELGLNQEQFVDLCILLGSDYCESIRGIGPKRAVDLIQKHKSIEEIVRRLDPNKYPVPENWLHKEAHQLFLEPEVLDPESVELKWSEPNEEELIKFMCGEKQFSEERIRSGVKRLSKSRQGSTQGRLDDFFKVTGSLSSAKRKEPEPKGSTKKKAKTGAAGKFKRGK
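Potency values derive from four-parameter Hill fits of normalized qHTS data. The reaction used 10 nM FEN1 preincubated 15 min at room temperature with compound, then 50 nM DNA substrate, read at 0 and 15 min.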
* hit, by the source's call; ? = inconclusive; nt = not tested or not shown; [ ] = another dose, or the depositor's remark. Calls come from the whole dose curve; as a rule, active = well fitted curve in the direction sought with a large enough effect; inconclusive = small, poorly fitted or top-dose-only effect, or another doubt; inactive = no such curve, though single readings can be large; an effect the other way counts as inactive or inconclusive. Unless noted, % is set by controls: 0 for no effect and ±100 for the full control effect; potency is the fitted concentration of half-maximal effect.

compound | KAT2A inh | N370S GC | FEN1 inh
C[C@@]12CCc3occc3[C@H]1CC[C@@]13C[C@@H](CC[C@H]12)[C@@](O)(CO)C3 | -24% | -12% | nt
COCCCNC(=O)CSc1nc2c(sc3ccccc32)c(=O)n1CCCC(=O)NCC1CCCO1 (centres undefined) | -2% | -3% | -1%
CCCNS(=O)(=O)c1ccc(OCC(=O)N(C)Cc2ccccc2)cc1 | -7% | -4% | -16%
O=C(NC(=S)Nn1cnnc1)c1ccccc1 | 1% | -27% | 14%
Cc1ccc(N2CCN(S(=O)(=O)c3ccc(Cl)c4ccccc34)CC2)c(C)c1 | -1% | nt | 8%
Cc1ccc2cc(CCNC(=O)CCCc3ccccc3)c(=O)[nH]c2c1C | 2% | -5% | 6%
N#CCCn1cnc2c(=S)nc[nH]c21 | -5% | 2% | -10%
COC(=O)c1cc2sc(Cl)cc2n1Cc1nc(-c2ccccc2F)oc1C | -1% | nt | 14%
Cc1cccc(-n2nc3c(c2NC(=O)c2cc4ccccc4o2)CS(=O)(=O)C3)c1 | -10% | 2% | -5%
CC(C)(C)NC(=O)COc1ccc(CNCCc2ccccc2)cc1 | -5% | -1% | -1%
Cc1cc(N(CCO)CCO)ccc1N=Nc1cc(F)ccc1F | 0% | -18% | -8%
CC(C)(C)c1ccc(NC(=O)N2CCCN(c3c(Cl)cncc3Cl)CC2)cc1 | -5% | 23% | 13%

The closing seven entries of the part above are carried over, then new ones follow.
compound | KAT2A inh | N370S GC | FEN1 inh
Cc1ccc2cc(CCNC(=O)CCCc3ccccc3)c(=O)[nH]c2c1C | 2% | -5% | 6%
N#CCCn1cnc2c(=S)nc[nH]c21 | -5% | 2% | -10%
COC(=O)c1cc2sc(Cl)cc2n1Cc1nc(-c2ccccc2F)oc1C | -1% | nt | 14%
Cc1cccc(-n2nc3c(c2NC(=O)c2cc4ccccc4o2)CS(=O)(=O)C3)c1 | -10% | 2% | -5%
CC(C)(C)NC(=O)COc1ccc(CNCCc2ccccc2)cc1 | -5% | -1% | -1%
Cc1cc(N(CCO)CCO)ccc1N=Nc1cc(F)ccc1F | 0% | -18% | -8%
CC(C)(C)c1ccc(NC(=O)N2CCCN(c3c(Cl)cncc3Cl)CC2)cc1 | -5% | 23% | 13%
CC/C(C)=N/Nc1nc(-c2cc3cccc(OC)c3oc2=O)cs1 | -4% | -23% | -15%
Cc1ccc(SCC(Cc2ccccc2)N2CCN(C)CCC2=O)cc1 (centres undefined) | nt | -9% | -16%
N/C(=N\OC(=O)Oc1ccccc1)c1cccc([N+](=O)[O-])c1 | -1% | 2% | 8%
COc1ccccc1NS(=O)(=O)c1cc(NC(=S)NCC2CCCO2)ccc1C (centres undefined) | -4% | 21% | 2%
CCSc1cc(N2CCOCC2)nc(-c2ccccc2)n1 | -2% | 8% | 12%
CN(C)C(=O)CCc1ccc2c3c([nH]c2c1)[C@]1(C)[C@@H](C(=O)N2CCOCC2)C[C@H](CC(=O)NCCN2CCOCC2)C(=O)N1CC3 | 3% | nt | 13%
Cc1c(C(=O)N2CCCCC2)c(S(=O)(=O)NCCc2ccc(Cl)cc2)c(C)n1C | -7% | -2% | -4%
Cn1c(=O)c2sccc2n2c(CCC(=O)N3CCN(c4ccccc4)CC3)nnc12 | -6% | nt | -11%
Cc1cc(=O)oc2cc(NC(=O)CC(N)C(=O)O)ccc12 (centres undefined) | 1% | 12% | nt
CCCN(C(=O)COC(=O)CCOc1ccc(C)cc1)c1c(N)n(Cc2ccccc2)c(=O)[nH]c1=O | -5% | -7% | 8%
CCOC(=O)c1sc(NC(=O)c2cc3n(n2)C(C(F)(F)F)CC(c2cccs2)N3)c(C(=O)OCC)c1C (centres undefined) | ? | 17% | 4%
Cc1ccc(Sc2ccc(NC(=O)CCN3C(=O)NC4(CCCC4)C3=O)cc2)c(C)c1 | -3% | nt | -19%

compound | KAT2A inh | N370S GC | FEN1 inh
Cc1ccc(NC(=O)CC(C)S(=O)(=O)c2ccc3c(c2)NC(=O)CO3)cc1Cl (centres undefined) | -8% | nt | 16%
Cc1ccsc1C(=O)N1CCN(S(=O)(=O)c2cccs2)CC1 | -10% | 18% | 5%
N#C/C(=C\c1ccc(N2CCOCC2)o1)C(=O)N1CCOCC1 | 2% | -15% | -1%
O=C(c1cc(-c2ccccc2Cl)nc2ccccc12)N1CCOCC1 | -13% | -18% | 1%
CN1CCN(c2ncncc2-c2ccc(N(C)C)cc2)CC1 | -6% | -2% | nt
CCCC(=O)Nc1ccc(C(=O)COC(=O)C2=COCCO2)cc1 | -17% | 1% | 0%
COc1ccc(Br)cc1CNC(=O)Cn1nc(C)n2c(cc3cc(F)ccc32)c1=O | 0% | nt | 20%
CCCNC(=O)COc1coc(CN2CCN(Cc3ccccc3)CC2)cc1=O | 3% | -11% | 0%
O=C(N=C1SC2CS(=O)(=O)CC2N1CCc1ccc(F)cc1)C1CCCCC1 (centres undefined) | -5% | -19% | -2%
C=CCn1c(C)cc(C(=O)COC(=O)[C@@H](NC(=O)c2ccccc2Cl)C(C)C)c1C | -19% | 7% | -13%
COc1ccc(CCN(C)C(=O)c2cnc(C)cn2)cc1OC | 1% | -19% | 4%
CCN(CC)C(=O)c1sc2c(c1C)c(=O)n(-c1ccccc1)c(=O)n2CC(=O)Nc1ccc(C)cc1C | -9% | nt | -13%

compound | KAT2A inh | N370S GC | FEN1 inh
CC(=O)c1ccc(Oc2ccc(C(C)=O)cc2)cc1 | -2% | 6% | 12%
CCCCOc1ccc(C(=O)NCC(c2ccc(Cl)cc2)N2CCOCC2)cc1 (centres undefined) | -4% | nt | ?
COc1ccc(C)cc1NC(=O)C(OC(=O)c1ccc([N+](=O)[O-])o1)c1ccccc1 (centres undefined) | -9% | 16% | ?
CCn1ccc2c(OCC(=O)Nc3ccc(C)c(Cl)c3)cccc2c1=O | -2% | nt | 2%
CCCCNC(=S)N(CCN(CC)CC)Cc1cc2cc3c(cc2[nH]c1=O)OCCO3 | -1% | 0% | 16%
C/C(N)=C(/C#N)C(=O)CSc1nnc(Nc2cccc(C)c2)s1 | -10% | 1% | ?
C=CCn1c(Cc2cccs2)nnc1SCC(=O)c1cccc(Br)c1 | -4% | 5% | -16%
Fc1ccc(C(c2nnnn2Cc2cccs2)N2CCN(c3ccccc3)CC2)cc1 (centres undefined) | -7% | 7% | -14%
Cn1cc([N+](=O)[O-])c(C(=O)NCc2cc3cc(Cl)ccc3[nH]2)n1 | -2% | -6% | 0%
CCn1cc2nc(SCc3c(F)cccc3Cl)n(CCc3ccccc3)c(=O)c2n1 | -1% | nt | -19%
CSC1=NCCN1C(=O)c1ccc2c(c1)OCO2 | 1% | -6% | -10%
COc1ccc(C2CC(c3cccs3)=NN2c2nc(-c3ccccc3)cs2)cc1OC (centres undefined) | -1% | 3% | 6%

compound | KAT2A inh | N370S GC | FEN1 inh
CCC(=O)N1c2ccc(S(=O)(=O)N3CCN(c4cc(C)ccc4C)CC3)cc2CC1C (centres undefined) | -20% | 0% | -5%
COC(=O)[C@H](CCSC)NC(=O)NCCc1ccc(F)cc1 | -9% | 1% | 8%
CCc1c(O)nc(SCC(=O)NCc2ccco2)[nH]c1=O | 0% | 2% | -4%
Cc1ccc(-n2c(C)nn(-c3ncc(C(F)(F)F)cc3Cl)c2=O)cc1 | 0% | 4% | 21%
Cn1nc(-c2ccc(Cl)cc2)c2cc(C(=O)NCCN3CCOCC3)sc21 | -4% | ? | -18%
Cc1cccc(OCC(=O)NS(=O)(=O)c2ccc(Br)cc2)c1 | -7% | 0% | 3%
O=C(Nc1ccn(Cc2c(F)c(F)cc(F)c2F)n1)c1ccc(COc2cc(Cl)ccc2Cl)o1 | -3% | 8% | 4%
C#CCOCCOCCOCCNc1nc(N2CCN(C(=O)[C@H](CCCCN)n3cc([C@@H](N)C(C)CC)nn3)CC2)nc(N2CCN(C(=O)[C@H](Cc3cc4ccccc4[nH]3)n3cc([C@@H](N)CC(C)C)nn3)CC2)n1 (some centres undefined) | 3% | -12% | ?
COc1ccc(C(=O)NCc2ccc3[nH]c(C)cc3c2)cc1OC | 2% | -12% | -3%
CC(=O)N1CN(C2CCCC2)Cc2c1sc1c2CCCC1 | -13% | 4% | -1%
CCCCNC(=O)C(CC)Sc1nc2ccccc2c(=O)n1Cc1ccco1 (centres undefined) | 1% | nt | 16%
COC(=O)c1cnn(-c2ccc(C)c(C)c2)c1-n1cccc1 | -1% | 0% | -17%

compound | KAT2A inh | N370S GC | FEN1 inh
COc1ccc(C2(C(=O)Nc3ccccc3)CCOCC2)cc1 | 2% | -26% | 10%
CCOc1cc(C(C(=O)NCC2CCCO2)N(C(=O)Cn2nnc3ccccc32)c2ccc(C(C)=O)cc2)ccc1O (centres undefined) | -2% | -1% | 51%[activator]
CCN(Cc1ccccc1)C(=O)c1cn(-c2cccc(OC)c2)c(=O)c2ccccc12 | -20% | nt | 6%
Cc1ccsc1CN(C)C(=O)C1CCC(=O)N(CCc2cccc(F)c2)C1 (centres undefined) | -3% | 0% | -20%
O=c1oc(-c2ccc(Br)o2)nc2ccccc12 | -2% | 1% | -2%
Cc1cc(C)n(C(=O)CNC(=O)c2ccc(C(C)(C)C)cc2)n1 | -1% | -5% | -5%
Cc1ccc(S(=O)(=O)NCCSc2nnnn2-c2ccc(C(N)=O)cc2)cc1 | -5% | 1% | 17%
COc1cc(NC(=O)C2CC2)c(C(=O)O)cc1OC | -8% | 3% | 5%
Cc1ccnc(NC(=O)Nc2cccc(F)c2)c1 | 0% | ? | -13%
COc1cc(SC)ccc1C(=O)N1CCN(c2ccccc2OC)CC1 | -5% | -8% | 4%
O=C(COCc1ccccc1)N[C@@H]1c2ccccc2CC[C@H]1OCc1ccccc1 | -7% | nt | 0%
CN(c1ccc(Cl)cc1)S(=O)(=O)c1nnc(NC(=O)C2CCCCC2)s1 | -2% | nt | 5%

compound | KAT2A inh | N370S GC | FEN1 inh
Cc1ccc(CNC(=O)c2cc3c(=O)n4cccc(C)c4nc3s2)cc1 | 4% | nt | 10%
Cc1ccc(OCc2nnc(SCC(=O)O)n2N)cc1 | -10% | 1% | 7%
N#Cc1c(N)n(CCOC(=O)c2ccc(Cl)cc2)c2nc3ccccc3nc12 | -7% | 19% | -9%
COc1ccc(NC(=O)C2CCCN(c3nccc(C)n3)C2)cc1 (centres undefined) | -2% | 0% | 20%
COc1ccc(-c2cc3nc4ccccc4n3c(N)c2C#N)cc1 | -5% | 7% | -20%
CCNC(=O)/C(C#N)=C/c1c(N2CCCCCC2)nc2ccccn2c1=O | -1% | 5% | 16%
CN(CCOc1ccccc1)CC(=O)Nc1ccc(Cl)cc1[N+](=O)[O-] | -7% | 1% | -6%
C=CCNC(=O)/C(C#N)=C\c1cc(Cl)c(O)c(OCC)c1 | 10% | -23% | -1%
CCS(=O)(=O)c1ncc(N(Cc2ccccc2)Cc2ccco2)c(C(=O)Nc2cccc(Cl)c2C)n1 | -11% | nt | 0%
CCN(CC)CCN(C(=O)c1cc(Cl)sc1Cl)c1nc2cc3c(cc2s1)OCO3 | -5% | -8% | 16%
O=C(c1ccc(F)cc1Cl)N(Cc1ccco1)C1CCS(=O)(=O)C1 (centres undefined) | -3% | nt | 6%
CCOc1ccc(S(=O)(=O)Nc2ccc3c(c2)c2c(n3S(=O)(=O)c3ccc(OCC)cc3)CCCC2=O)cc1 | -4% | -6% | nt

Next section, overlapping the part above by two compounds.
compound | KAT2A inh | N370S GC | FEN1 inh
O=C(c1ccc(F)cc1Cl)N(Cc1ccco1)C1CCS(=O)(=O)C1 (centres undefined) | -3% | nt | 6%
CCOc1ccc(S(=O)(=O)Nc2ccc3c(c2)c2c(n3S(=O)(=O)c3ccc(OCC)cc3)CCCC2=O)cc1 | -4% | -6% | nt
Cc1cccc(OCC(O)Cn2c(=N)n(Cc3ccccc3)c3ccccc32)c1 (centres undefined) | 3% | -26% | -2%
Cc1cc(-c2ccccc2C(=O)Nc2ccccc2O)on1 | -3% | 0% | 26%
Cc1ccc(Nc2ncnc3sc(C)c(C)c23)cc1C | -7% | 3% | 10%
Cn1c(=O)[nH]c(=O)c2c1nc(Br)n2Cc1ccccc1F | 2% | 14% | -1%
COc1ccc(C(C)NC(=O)C2CCCO2)cc1OC (centres undefined) | -1% | 2% | 8%
COc1ccc(NS(=O)(=O)c2ccc(NC(=O)C3CCCO3)cc2)cc1 (centres undefined) | 1% | 2% | -6%
Fc1ccc(NC(=S)NCCc2ccccc2)c(F)c1F | -5% | 17% | -19%
Cn1c(/C=C(\C#N)C(N)=S)ccc1-c1ccc(Br)cc1 | -8% | 4% | -5%
Cn1cnnc1SCC(=O)c1ccc(OC(F)F)cc1 | -4% | 10% | -9%
